High-throughput results: PubChem BioAssay, National Center for Advancing Translational Sciences (NCATS)
Luciferase inh: Firefly luciferase inhibition profiling of diverse chemical library using quantitative high-throughput screening; AID 1347043, 2019; Luciferin 4-monooxygenase (Photinus pyralis), P08659; 76,000 tested, 2.5% active; Potency, µM (series often up to 115 µM), for inactives: at the highest dose activity change, negative = inhibition, hits mostly inhibitors; purified P. pyralis luciferase, luminescence, biochemical; further: potency means the concentration at half of the fitted maximal effect; nearly all actives have a fitted effect of over 65% in size
Target sequence (P08659 whole entry, looked up): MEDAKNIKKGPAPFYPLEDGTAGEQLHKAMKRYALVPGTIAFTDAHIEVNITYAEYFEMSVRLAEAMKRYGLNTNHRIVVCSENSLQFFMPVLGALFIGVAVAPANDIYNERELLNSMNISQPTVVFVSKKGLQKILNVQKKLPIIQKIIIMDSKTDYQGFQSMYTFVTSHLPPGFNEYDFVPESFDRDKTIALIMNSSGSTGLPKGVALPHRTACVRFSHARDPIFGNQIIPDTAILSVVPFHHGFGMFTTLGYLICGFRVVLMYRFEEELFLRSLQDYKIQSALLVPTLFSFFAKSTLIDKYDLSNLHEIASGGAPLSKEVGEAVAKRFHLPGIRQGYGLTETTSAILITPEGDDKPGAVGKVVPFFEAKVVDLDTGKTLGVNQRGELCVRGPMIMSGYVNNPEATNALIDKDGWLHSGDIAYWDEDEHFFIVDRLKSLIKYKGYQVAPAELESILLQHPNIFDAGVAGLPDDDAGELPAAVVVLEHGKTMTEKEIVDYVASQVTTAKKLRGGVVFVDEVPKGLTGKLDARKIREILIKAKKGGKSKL
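Luminescence read by CCD imaging after purified firefly luciferase (10nM final) was added to substrate buffer holding 10uM D-luciferin and 10uM ATP, pH 7.5, pre-dosed with compound.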
HEK293 viab: GF-AFC viability counterscreen for inhibitors of alpha-synuclein gene (SNCA) expression | Potency, µM (series often up to 57.1 µM), without a hit: at the top dose activity change, negative = cytotoxicity, hits mostly cytotoxic | HEK-293-SNCA-luc viability, GF-AFC fluorescence, 24 h | 150,000 tested, 0.12% active | AID 1671193, 2021;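 further: potency means the concentration at half of the fitted maximal effect; 0% = DMSO-treated cells and -100% = medium-only wells without cells; nearly all actives have a fitted effect of over 30% in size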
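HEK-293-SNCA-luc cells (1500/well) plated 24 h, then exposed 24 h to a dilution series; GF-AFC added 30 min at 37C, fluorescence 405/540 nm; normalised to medium-only and DMSO wells, Hill fit.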
HEK293 tox: Cytotoxic Profiling in HEK 293 Cell Line of Diverse Libraries Using Quantitative High-Throughput Screening; HEK 293 viability, ATP luminescence (CellTiter-Glo), 48-72 h; Potency, µM (titrated, usually from 115 µM), without a hit: top-dose activity change, negative = cytotoxicity, hits mostly inhibitors; 94,000 tested, 6.6% active; AID 1345083, 2018; further: potency means the concentration at half of the fitted maximal effect; nearly all actives have a fitted effect of over 60% in size
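Read-out: CellTiter-Glo ATP luminescence. Cells: HEK 293, 250 cells/well. Exposure: 48 or 72 hr, 37 degree Celsius.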
SNCA expr inhib: Primary qHTS assay for inhibitors of alpha-synuclein gene (SNCA) expression; AID 1671194, 2021; HEK-293 SNCA-luciferase knock-in, luminescence, 24 h; 140,000 tested, 0.17% active; Potency, µM (doses to about 57.2 µM), for inactives: at the top dose activity change, negative = inhibition, hits mostly inhibitors;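 further: potency means the concentration at half of the fitted maximal effect; plate controls were DMSO cells for no effect and cell-free wells for full effect; nearly all actives have a fitted effect of over 45% in size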
GPT2 inhibitor: Primary qHTS assay for inhibitors of Glutamate pyruvate transaminase 2 (GPT2) | Recombinant GPT2, coupled pyruvate oxidase/HRP Amplex Red fluorescence | Potency, µM (titrated, usually from 57.7 µM), for the others: at the highest dose activity change, negative = inhibition, most hits filed as inhibitors | 100,000 tested, 0.25% active; further: potency means the concentration at half of the fitted maximal effect; nearly all actives have a fitted effect of over 60% in size; many of its hits are not listed in these tables
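Fluorescence of coupled pyruvate oxidase/HRP/Amplex Red system (50uM Amplex, 30 min, dark) reports pyruvate formed by GPT2. Enzyme reaction: 10ng/uL GPT2, 2mM L-alanine, 250uM a-KG, 30 min room temperature, pH 7.5; 50uM AOA control.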
IP6K1 inh: Primary qHTS assay for small molecule inhibitors of Inositol hexaphosphate kinase 1 (IP6K1). Inositol hexakisphosphate kinase 1 (Homo sapiens), Q92551. IP6K1 kinase, ADP-Glo luminescence, 2 h; stronger effect = lower value. activity change, % (series mostly up to about 58 µM). 140,000 tested, 0.81% active. AID 1645851, 2021; in the data active means activity change below about -25%
Target sequence (Q92551 whole entry, looked up): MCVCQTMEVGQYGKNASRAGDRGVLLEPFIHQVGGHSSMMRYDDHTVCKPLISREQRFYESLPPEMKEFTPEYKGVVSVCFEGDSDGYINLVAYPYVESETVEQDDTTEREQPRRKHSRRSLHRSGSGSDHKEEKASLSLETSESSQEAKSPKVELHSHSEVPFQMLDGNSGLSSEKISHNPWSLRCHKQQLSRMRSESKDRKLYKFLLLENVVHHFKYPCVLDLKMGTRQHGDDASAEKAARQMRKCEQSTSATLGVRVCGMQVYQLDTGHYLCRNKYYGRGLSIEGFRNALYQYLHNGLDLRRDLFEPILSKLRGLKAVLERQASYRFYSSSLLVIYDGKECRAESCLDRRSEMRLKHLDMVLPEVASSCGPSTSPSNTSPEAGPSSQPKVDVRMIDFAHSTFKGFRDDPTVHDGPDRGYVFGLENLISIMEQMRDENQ
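ADP-Glo luminescence measures ADP made by human IP6K1 during a 2 h RT reaction with ATP/IP6 (mix at 1.3 mM/130 uM); top library doses 57.5 and 19.1 uM final.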
3T3 cytotox: Cytotoxic Profiling in NIH 3T3 Cell Line of Diverse Libraries Using Quantitative High-Throughput Screening. NIH 3T3 viability, CellTiter-Glo ATP luminescence, 48-72 h. 94,000 tested, 4.3% active. Potency, µM (highest dose often 96.7 µM), without a hit: at the highest dose activity change, negative = cytotoxicity, most hits filed as inhibitors; further: potency means the concentration at half of the fitted maximal effect; nearly all actives have a fitted effect of over 55% in size
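ATP-dependent luminescence (CellTiter-Glo) served as the viability signal for NIH 3T3 cells treated with compound for 48 or 72 hr at 37 °C.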
* hit, by the source's call; i = inactive; ? = inconclusive; . = not tested or not shown; & = joins results of further samples; [ ] = dose if it differs, or a comment. Unless noted, the call rests on the fitted dose curve; in most records, active means well fitted curve in the direction sought with a large enough effect; inconclusive means small, poorly fitted or top-dose-only effect, or another doubt; inactive means no such curve, though single readings can be large; an effect the other way counts as inactive or inconclusive. Unless noted, on the % scale 0 is the no-effect control and ±100 the full control effect. Not all compounds are listed. The share of hits here may be higher or lower than overall.

canonical_smiles	GPT2 inhibitor	IP6K1 inh	HEK293 viab	3T3 cytotox	HEK293 tox	SNCA expr inhib	Luciferase inh
Cc1cccnc1C(=O)N[C@@H]1CN(Cc2ccccc2)C[C@H]1CN(C)C	-2%	2	3%	0%	-5%	4%	5%
O=C(Nc1nc2ccc(Cl)cc2s1)c1cc(=O)c2ccccc2o1	.	1	-7%	.	.	2%	.
CS(=O)(=O)N1CCC(C2CCN(CC3CC3)C2)CC1 (stereo not given)	-11%	7	10%	-21%	-19%	-12%	-9%
COc1ccc(NCc2cc3cc4c(cc3n(CC(=O)Nc3ccc(F)cc3F)c2=O)OCO4)cc1	.	4	-3%	.	.	-15%	.
CN(C)c1ccc(CN(Cc2ccco2)C(=O)COc2ccc(F)cc2)cc1	.	4	10%	.	.	1%	.
CC(C)(Oc1ccccc1)C(=O)N1CCCn2nc(C(=O)N3CCOCC3)cc2C1	-5%[11.5 µM]	6	3%	-21%	-22%	-11%	5%
CN1C(=O)CS(=O)C12CCN(C(=O)Nc1ccccc1)CC2 (stereo not given)	i	-1	-1%	i	-15%	-4%	-4%
CCOCCNC(=O)C1CCN(C(=O)c2ccc(-c3cncnc3)cc2)CC1	0%	15	5%	-21%	-13%	-5%	.

Individual results from the entries so far:
CC(C)(Oc1ccccc1)C(=O)N1CCCn2nc(C(=O)N3CCOCC3)cc2C1 – Luciferase inh: 5%
Cc1cccnc1C(=O)N[C@@H]1CN(Cc2ccccc2)C[C@H]1CN(C)C – 3T3 cytotox: 0%

Carrying on:
canonical_smiles	GPT2 inhibitor	IP6K1 inh	HEK293 viab	3T3 cytotox	HEK293 tox	SNCA expr inhib	Luciferase inh
O=C(c1n[nH]c2ccccc12)N1CCC(Cc2noc(C3CCOCC3)n2)C1 (stereo not given)	i	5	-11%	-16%	?	3%	4%
CN1CCCCCCN(C(=O)CC2CCCCC2)[C@H]2CCC[C@H]2C1=O	-7%	-4	-5%	-32%	?	-24%	1%
CC(C)NC(=O)N1Cc2ccccc2OC2(CCN(C(=O)c3cccc4[nH]ccc34)CC2)C1	-14%	-4	0%	-3%	-9%	?	.
COCCCn1c(C)cnc1CC1CCN(C(=O)c2ccc(OC)cc2OC)CC1	i	5	-6%	-2%	4%	0%	-1%
CCOc1ccccc1C(=O)Nc1c(C(=O)Nc2ccc(F)cc2)oc2ccccc12	.	-10	?	.	.	6%	.
CC(NC(=O)OCc1ccccc1)c1nc2cccnc2n1Cc1ccccc1 (stereo not given)	-11%	2&1	-4%&-7%	-13%&-3%	?	27%&39%	-9%
CC1CCN(CC2CCCCCN2C(=O)c2ccoc2)CC1 (stereo not given)	i	0	-1%	-18%	-38%	1%	11%
CS(=O)(=O)N1CCCN(C(=O)CCCc2ccccc2)CCNC(=O)CC1c1ccccc1 (stereo not given)	-4%	9	1%	-27%	-18%	-20%	-8%

The listing continues.
canonical_smiles	GPT2 inhibitor	IP6K1 inh	HEK293 viab	3T3 cytotox	HEK293 tox	SNCA expr inhib	Luciferase inh
COc1ccc(CCC(=O)N2CCC3(CC2)NC(=O)N(c2cccc(Cl)c2)N3)cc1	?	-5	2%	?	?	-2%	-2%
Cn1ncc2c(N3CCN(c4cccc(Cl)c4)CC3)ncnc21	.	16	3%	.	.	44%[activator]	.
CC(C)(C)c1ccc(OCC(=O)NCC2(N3CCOCC3)CCCCC2)cc1	.	7	-16%	.	.	-8%	.
Cc1cc(F)ccc1OC1CN(Cc2ccc(C(F)(F)F)cc2)C1	i	1	6%[87.6 µM]	?	100µM*	21%[87.6 µM]	-5%[172 µM]
CC(C)c1cc(-c2ccc(F)c3ccccc23)nc(N)n1	i	1	-10%	.	.	.	.
Cc1nc(C)c(-c2ccc(SCC(=O)Nc3ccc(Br)cc3)nn2)s1	.	-12	0%	.	.	22%	.
CO[C@H]1C(=O)N(C)C2(CCN(C(=O)C3CCCCC3)CC2)[C@@H]1C(=O)N(C)c1ccccc1	.	7	.	?	-3%	.	.
O=C(NCc1ccccc1)c1cn(C2CN(C(=O)Nc3ccc4c(c3)OCCO4)C2)nn1	i	5	-7%	?	35µM*	37%	?

(continued)
canonical_smiles	GPT2 inhibitor	IP6K1 inh	HEK293 viab	3T3 cytotox	HEK293 tox	SNCA expr inhib	Luciferase inh
O=C(Nc1cccc(F)c1)C1CCN(C(=O)c2ncn3c2COC(c2ccc(F)cc2)C3)CC1 (stereo not given)	?	8	-2%	-7%	?	50%[activator]	-20%
CNC(=O)c1ccc(OC)c(-c2cc(N)nc3[nH]ccc23)c1	i	1	-2%	5%	2%	-12%	-3%
COc1cccc(CCC(=O)N2CCC(N3C(=O)N(C)CC34CCOC4)CC2)c1 (stereo not given)	-13%	28	0%	?	-22%	-9%	.
Cc1nc(-c2ccc(F)cc2)sc1CCNC(=O)c1ccccc1	.	-4	-14%	.	.	58%[activator]	.
CC(C)N(C)Cc1nnnn1CC(=O)NCc1cn[nH]c1-c1ccc(F)cc1	i	-13	1%	5%	-1%	13%	-7%
Cn1c2ccccc2c2cnn(CC(=O)NCCCN3CCCCC3)c(=O)c21	.	-1	-23%	.	.	20%	.
CCCN(CC1CCOC1)S(=O)(=O)c1cccc(Cl)c1 (stereo not given)	i	0	3%	5%	2%	39%[activator]	18%
O=[S+]([O-])(Nc1nncs1)c1ccc2c(c1)OCCN(Cc1cncc(F)c1)C2	2%[88.5 µM]	4	3%[87.6 µM]	28µM*	-22%[172 µM]	2%[87.6 µM]	-12%[172 µM]

Further structures.
canonical_smiles	GPT2 inhibitor	IP6K1 inh	HEK293 viab	3T3 cytotox	HEK293 tox	SNCA expr inhib	Luciferase inh
O[C@@H]1CCN(Cc2nc(C3(O)CCN(Cc4ccccc4F)CC3)cs2)C1	5%[88.5 µM]	1	-5%[87.6 µM]	-1%[174 µM]	i	2%[87.6 µM]	1%[172 µM]
COc1cccc(NC(=O)CCC2CCN(S(=O)(=O)c3c(C)noc3C)CC2)c1	-19%	8	2%	-37%	?	-18%	1%
COc1ccc(C(=O)N2CC3CC(C2)[C@H]2CCCC(=O)N2C3)cc1 (stereo not given in full)	-20%	17	6%	5%	6%	11%	6%
CSc1cccc(NC(=O)c2ccc3c(c2)CCCN3S(C)(=O)=O)c1	.	3	?	.	.	78%[activator]	.
Cc1ccc(-n2cccc2CC(=O)NC2CCCC2)cc1	i	3	-5%	-19%	-18%	9%	7%
Cc1cccc(NC(=O)CCN2CCN(c3ccccc3F)CC2)c1	.	9	10%	.	.	24%	.
O=C(CCC1CCCN(S(=O)(=O)c2ccc(F)cc2)C1)NCc1ccco1 (stereo not given)	1%	-1	7%	-9%	-13%	1%	8%
CC1Oc2ccc(NS(=O)(=O)c3ccc(Cl)cc3)cc2CN(Cc2ccccc2F)C1=O (stereo not given)	i	12	-2%	35µM*	?	-19%	-3%

Additional structures follow:
canonical_smiles	GPT2 inhibitor	IP6K1 inh	HEK293 viab	3T3 cytotox	HEK293 tox	SNCA expr inhib	Luciferase inh
CCC[C@@H]1CN(C(=O)c2ccccc2-c2ccccc2F)C[C@H]1NC(C)=O	1%	7	-2%	-3%	-1%	-2%	5%
COc1ccc(F)cc1-c1cccc(C(=O)NCCN[S+](=O)([O-])c2ccc(C)cc2)c1	-7%	-8	2%	?	?	8%	.
COc1ccc(N2CC(C(=O)NCCS(=O)(=O)N3CCN(c4ccccc4)CC3)CC2=O)cc1 (stereo not given)	.	14	-2%	.	.	-6%	.
Cc1nnc2n1CCC(NC(=O)c1ccsc1)CC2 (stereo not given)	i	-11	2%	4%	-3%	10%	5%
O=C(O)c1ccc(Cn2cnc3cccnc32)cc1	.	-16	4%	.	.	-22%	.
CCN(CC)c1ccc(NC(=O)CCc2c(C)nc3ncnn3c2C)c(C)c1	.	5	4%	.	.	39%[activator]	.
CCc1nc(C(N)=O)c(Nc2ccc(N3CCC(N4CCN(C)CC4)CC3)c(OC)c2)nc1NC1CCOCC1	8.6µM*	26	?	.	.	10%	.
Cc1ccc(NC(=O)C(Cc2ccccc2)NS(=O)(=O)c2ccc3c(c2)c(=O)n(C)c(=O)n3C)c(C)c1 (stereo not given)	.	36	7%	.	.	8%	.

Gathered by group, those above with two or more sulfur atoms.
canonical_smiles	GPT2 inhibitor	IP6K1 inh	HEK293 viab	3T3 cytotox	HEK293 tox	SNCA expr inhib	Luciferase inh
Cc1nc(C)c(-c2ccc(SCC(=O)Nc3ccc(Br)cc3)nn2)s1	.	-12	0%	.	.	22%	.
O=[S+]([O-])(Nc1nncs1)c1ccc2c(c1)OCCN(Cc1cncc(F)c1)C2	2%[88.5 µM]	4	3%[87.6 µM]	28µM*	-22%[172 µM]	2%[87.6 µM]	-12%[172 µM]
CSc1cccc(NC(=O)c2ccc3c(c2)CCCN3S(C)(=O)=O)c1	.	3	?	.	.	78%[activator]	.

Other structures follow:
canonical_smiles	GPT2 inhibitor	IP6K1 inh	HEK293 viab	3T3 cytotox	HEK293 tox	SNCA expr inhib	Luciferase inh
CCN(C)C(=O)CN1C[C@@H]2C[C@H]1C(=O)N2c1cc(-c2ccccc2)ccc1OC	?	14	5%	-19%	?	20%	-15%
CCc1ccccc1NC(=O)c1cc(-c2ccc(Cl)s2)nc2ccccc12	.	16	8%	.	.	?	.
Cc1noc(-c2ccc(OC3CN(C(=O)C4CCOC4)C3)cc2)n1 (stereo not given)	i	11	-3%	-28%	-29%	-10%	1%
COc1ccc(OCC(=O)N2CCCC(CNC(=O)c3ccc(F)cc3)C2)cc1 (stereo not given)	i	-6	0%	0%	1%	10%	-21%
N#Cc1c[nH]n2c(NC3CCCC3)c(-c3ccc(Br)cc3)nc12	.	-6	4%	.	.	3%	.
CCOc1ccc(NC(=O)c2c(NC(=O)c3cccs3)sc3c2CCC(C(C)(C)C)C3)cc1 (stereo not given)	.	-10	-8%	.	.	-7%	.
O=C(CN1CC2CC(C1)[C@H]1CCCC(=O)N1C2)NCc1ccccc1F (stereo not given in full)	i	16	11%	2%	13%	-1%	-2%
Cn1cnc(C(=O)N2CCC(N3CC4CC(C3)[C@H]3CCCC(=O)N3C4)CC2)c1 (stereo not given in full)	2%	3	6%	4%	13%	-10%	9%
CC(C)n1cc(CN2CCCCCNC(=O)[C@@H]3CCC[C@@H]32)c2ccccc21	i	-11	1%	?	?	-20%	-16%
